Screens from PubChem BioAssay.
Rpn11 inh: Rpn11 (human) deubiquitinase inhibition; O00487; human 26S proteasome, Ub4-pepOG fluorescence polarization; 20S core pre-blocked with epoxomicin; calls only at 20 µM; 360,000 compounds, 0.59% hits; AID 588493;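 active means inhibition at 20 µM, scaled to each plate's controls, above about 33%, limit read from the data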
NRP1-CendR mod: alters CendR peptide binding to human NRP-1; inhibition, % at 25 µM; O14786; FAM-RPARPAR peptide binding to NRP-1, fluorescence polarization; 360,000 compounds, 0.85% hits;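 active means inhibition or corrected inhibition above about 18%, plus a signal ratio from 0.5 to 1.5, limit read from the data, passing the limit was not always enough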; further: strong numbers were not always called active
Target sequence (O14786 whole entry, looked up): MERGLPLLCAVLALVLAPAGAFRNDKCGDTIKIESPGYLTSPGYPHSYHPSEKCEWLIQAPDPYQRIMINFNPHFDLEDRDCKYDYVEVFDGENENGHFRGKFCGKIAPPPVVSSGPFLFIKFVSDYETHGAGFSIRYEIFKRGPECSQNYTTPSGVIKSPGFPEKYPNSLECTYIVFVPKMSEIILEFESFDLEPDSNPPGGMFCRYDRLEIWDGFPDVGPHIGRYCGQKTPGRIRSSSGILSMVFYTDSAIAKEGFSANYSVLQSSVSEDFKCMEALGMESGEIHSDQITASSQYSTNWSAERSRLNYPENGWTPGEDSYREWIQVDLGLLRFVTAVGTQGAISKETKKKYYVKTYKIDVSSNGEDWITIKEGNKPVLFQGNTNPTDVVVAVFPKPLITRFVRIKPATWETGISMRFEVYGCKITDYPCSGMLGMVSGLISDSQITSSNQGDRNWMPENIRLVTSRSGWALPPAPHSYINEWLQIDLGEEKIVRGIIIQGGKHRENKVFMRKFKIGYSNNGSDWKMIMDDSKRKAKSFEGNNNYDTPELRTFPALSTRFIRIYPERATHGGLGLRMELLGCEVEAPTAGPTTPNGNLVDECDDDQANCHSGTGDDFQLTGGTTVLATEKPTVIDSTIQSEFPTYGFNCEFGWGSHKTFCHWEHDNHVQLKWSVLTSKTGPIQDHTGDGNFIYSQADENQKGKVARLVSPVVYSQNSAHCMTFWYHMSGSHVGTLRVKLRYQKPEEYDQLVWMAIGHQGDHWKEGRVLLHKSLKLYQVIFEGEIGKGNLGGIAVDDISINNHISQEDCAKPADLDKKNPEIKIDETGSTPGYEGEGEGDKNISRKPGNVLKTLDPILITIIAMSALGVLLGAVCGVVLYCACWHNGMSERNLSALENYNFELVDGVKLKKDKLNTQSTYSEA
SKN-1 inh: C. elegans SKN-1 inhibition | C. elegans VP596 Pgst-4::GFP/RFP ratio, acrylamide-induced, 24 h | inhibition, % at 21.8 µM | 360,000 compounds, 0.49% hits;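 active means interference check ratio from 0.5 to 1.5 plus GFP to RFP signal ratio inhibition reaching or exceeding a fixed threshold, cut at about 30% in these data, passing the limit was not always enough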; further: some compounds called inactive have numbers as strong as hits
Scp-1 inhibitor: Scp-1 (human) phosphatase inhibition; Q9GZU7; Recombinant Scp1, phosphopeptide, malachite green phosphate absorbance; inhibition, % at 20 µM; 340,000 compounds, 0.88% hits; AID 493091;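 active means inhibition above about 50% at 20 µM, limit read from the data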;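 further: plate controls were DMSO wells with enzyme for no effect and wells lacking enzyme for full effect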
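Material: truncated SCP-1 phosphatase (76-261aa) / Buffer or medium: 50 mM Tris acetate pH 5.5, 0.005% Tween-20, 10 mM MgCl2 / Compound dosing: one concentration, 20 µM, with 1.0% DMSO / Incubation: 45 min room-temperature reaction, 5 min colour, 30 min stabiliser / Detection: colorimetric free-phosphate detection, absorbance 630 nm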
STEP block: STEP (human) phosphatase inhibition. 360,000 compounds, 0.25% hits. recombinant STEP, OMFP fluorogenic substrate, fluorescence. inhibition, % at 20 µM. AID 588621. P54829;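 active means inhibition at 20 µM, scaled per plate between control wells, above about 37%, limit read from the data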;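 further: 0% = DMSO with enzyme and substrate and 100% = substrate only without enzyme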
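Test system: STEP tyrosine phosphatase / Reagent: OMFP at 25 µM / Doses: 20 µM, 1% DMSO / Read-out: percent inhibition scaled to no-enzyme and uninhibited-enzyme controls, plate-pattern corrected / Detection: FITC-channel fluorescence of OMFP product / Medium: Bis-Tris buffer pH 6.0, 2.5 mM DTT, 0.005% Tween 20 / Schedule: 20 min at room temperature, dark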
MT1-MMP act inh: inhibitors of human MT1-MMP activation. AID 651647. HT1080 RFP-PRO-GFP cells, GFP/RFP ratio fluorescence, overnight; percent of plate control window, DMSO zero. P50281. GFP/RFP ratio change, % at 20 µM. 360,000 compounds, 0.061% hits;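 active means GFP/RFP ratio change of at least 30% with cell ATP level not reduced by more than half and red fluorescence within 50% of control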; further: strong numbers were not always called active
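Material: RFP-PRO-GFP reporter HT1080 cells. Dosing: single-point 20 µM compound, 1% DMSO. Controls: DMSO and RFP-L50D-GFP cell wells. Timing: cells overnight before dosing, compound overnight, 37 °C, 5% CO2. Measure: GFP/RFP fluorescence ratio.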
DNMT1 block: blocks human DNA methyltransferase DNMT1; inhibition (reported as % activation of signal), % at 10 µM; P26358; 360,000 compounds, 0.83% hits; DNMT1 molecular beacon, Hinp1I cleavage, fluorescence; in the data active means inhibition above about 50%
LMPTP inh: LMPTP (human) inhibition; P24666; inhibition, % at 20 µM; 360,000 compounds, 0.22% hits; recombinant LMPTP-A, OMFP fluorogenic substrate, fluorescence intensity;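 active means compounds that cut the enzyme signal by at least half of the control window in the single-dose screen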;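 further: plate controls were DMSO wells with enzyme plus substrate for no effect and substrate without enzyme for full effect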
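Test system: LMPTP-A phosphatase enzyme. Amount: LMPTP-A at 0.625 nM final in the reaction. Reagent: OMFP substrate, 400 µM final. Times: 50 min at room temperature. Signal: endpoint fluorescence intensity from OMFP dephosphorylation. Read-out basis: % inhibition. Benchmarks: no-enzyme and uninhibited controls.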
SUMO1-SIM PPI: modulators of human SUMO1-mediated protein-protein interactions. SUMO1 binding to a labelled peptide, TR-FRET, 1 h. inhibition, % at 20 µM. 360,000 compounds, 0.33% hits. AID 602429; in the data active means inhibition above about 37%
Target sequence (P63165 whole entry, looked up): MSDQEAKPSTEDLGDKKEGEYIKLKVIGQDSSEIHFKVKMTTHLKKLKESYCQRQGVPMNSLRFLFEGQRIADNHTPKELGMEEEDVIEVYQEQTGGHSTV
NadD block: NadD (S. aureus) enzyme inhibition; inhibition, % at 20 µM; purified NadD enzyme, colorimetric absorbance read-out; 360,000 compounds, 0.78% hits; AID 602399; in the data active means inhibition above about 26%; further: some compounds past the cut are filed as inactive
An asterisk follows results filed as active; i = inactive; . = no result given.

SMILES	Rpn11 inh	NRP1-CendR mod	SKN-1 inh	Scp-1 inhibitor	STEP block	MT1-MMP act inh	DNMT1 block	LMPTP inh	SUMO1-SIM PPI	NadD block
NC(=O)c1cc([N+](=O)[O-])ccc1NCc1ccc(O)cc1	i	8	-13	7	0	-2	11	-2.2	-25	-6
COc1ccc(S(=O)(=O)NCc2ccc(C(=O)NCCN(C)Cc3ccccc3)cc2)cc1	i	14	-12	.	0	1	-5	-2.1	4	-3
Cc1ccc(-n2c(=O)c3sccc3n(Cc3cc(=O)n4cc(Cl)ccc4n3)c2=O)cc1F	i	3	4	1	4	0	2	-0.7	-16	3
O=C(NCC(=O)N(CCc1ccccc1)C(C(=O)NC1CCCCC1)c1ccncc1)c1ccco1 (stereo not drawn)	i	9	13	-2	-1	-9	-3	-0.1	0	9
COC(=O)C1=C(C)N(Cc2ccccc2)C(=O)N[C@H]1CCc1ccccc1	i	-6	-1	-10	-2	0	3	-1.5	-1	-1
Cc1ccc(S(=O)(=O)NNC(=O)C2CC=CCC2C(=O)O)cc1 (stereo not drawn)	i	5	-2	-3	-3	1	-3	-1.3	-1	4
COc1cc(OC)cc(OC)c1	i	-1	-9	.	-1	1	-1	-1.9	-1	5
O=C(Cn1sc2ccccc2c1=O)Nc1ccccc1	i	11	10	.	-2	-1	-2	-3.1	3	-4
O=C1N(Cc2cccnc2)C[C@@H]2C[C@@H](c3ccc4nsnc4c3)N3CCC[C@@]123	i	-1	-4	-7	0	1	-6	-1.1	-22	-2
C=CCn1c(C(C)NC(=O)c2ccccc2C)n[nH]c1=S (stereo not drawn)	i	8	6	-4	1	12	0	-3.2	5	-3
Cc1ccc(NS(=O)(=O)c2ccc(CCC(=O)NCCCOC(C)C)cc2)cc1	i	13	7	-22	1	2	-6	-2.7	2	-1
Cc1ccccc1-n1nc2c(c1NC(=O)c1ccc(S(=O)(=O)N(C)C)cc1)CSC2	i	3	-2	-3	-2	-3	-1	-0.6	1	13
CC1CC(=O)Nc2ccccc2N1S(=O)(=O)c1ccccc1 (stereo not drawn)	i	4	8	-3	-5	-2	2	-0.7	3	-8
COc1ccc(C(NC(=O)N2CC(C)OC(C)C2)C(Cl)(Cl)Cl)cc1F (stereo not drawn)	i	3	5	-5	-8	-2	-6	-0.6	1	2
O=S(=O)(c1ccccc1)c1nc(Nc2ccccc2N2CCOCC2)sc1Cl	i	-9	12	-8	-1	-4	-6	1.8	2	-4
CCOC(=O)N1CCN(C(=O)Cc2ccccc2OC)CC1	i	9	2	-7	0	2	-1	-1.8	1	2
O=S(=O)(NC1CCCC1)c1ccc(S(=O)(=O)N2CCN(c3ccccc3)CC2)cc1	i	10	9	-7	0	2	11	0.0	-2	3
CC(=O)Nc1cccc(/C(C)=N/NC(=O)c2ccc(CN3CCOCC3)cc2)c1	i	17	3	-4	-3	4	2	-0.3	-1	-4
Cc1c(C(=O)OCC(=O)Nc2ccc(C(=O)N(C)C)cc2)oc2ccccc12	i	12	8	-9	1	2	0	0.2	1	-5
COc1ccc(CN2CCC(=O)N([C@H](CO)c3ccccc3)CC2)cc1	i	-1	14	-9	-2	4	4	-0.5	-2	2
CC(N=Cc1ccccc1O)c1ccccc1 (stereo not drawn)	i	-4	5	-8	-3	1	1	-0.1	0	-5
COc1ccccc1C(=O)COC(=O)CCNS(=O)(=O)c1ccc(C)c(C)c1	i	-8	0	-5	0	4	2	-0.1	2	-5
O=C(CC1NC(=O)NC1=O)NC1(C(=O)NC2CCCCC2)CCCCC1 (stereo not drawn)	i	4	1	-13	-2	-5	0	-1.3	-2	-1
Fc1ccccc1-c1csc(=Nc2cccnc2)n1CCCn1ccnc1	i	-17	0	-3	4	-17	-6	4.8	2	2
COCCCNC(=O)C1CCCN(S(=O)(=O)c2cccc3nsnc23)C1 (stereo not drawn)	i	4	8	-2	1	3	3	-0.4	-17	-2
CCOc1ccc(C2CC(=O)NC(SC)=C2C#N)cc1 (stereo not drawn)	i	6	3	-16	1	-1	-1	1.0	2	1
O=S(=O)(Cc1cccc(F)c1)c1c[nH]c2ccccc12	i	-3	2	17	-1	-3	-1	-2.0	5	-4
CCOC(=O)c1ccc(NC(=O)Nc2ccc(S(N)(=O)=O)cc2)cc1	i	-1	3	-3	-5	-1	-9	2.2	8	-8
COc1cccc(NC(=S)N2CCc3cc(OC)c(OC)cc3C2COc2ccc3c(C)cc(=O)oc3c2)c1 (stereo not drawn)	i	-2	9	-5	1	-6	14	0.3	1	10
O=S(=O)(c1ccc(-c2csc(-c3cccnc3)n2)cc1)N1CCCCC1	i	-2	-17	-1	0	-10	-14	3.1	-9	13
CC(CC(=O)c1ccc(F)cc1)N1CCN(c2ccccc2)CC1 (stereo not drawn)	i	-3	5	0	3	-3	-17	0.7	-61	0
CN1c2ccccc2C2(C)CCCC3=Cc4cc([N+](=O)[O-])cc([N+](=O)[O-])c4OC312 (stereo not drawn)	i	1	-8	-7	0	-9	1	0.5	-8	8
CN(C)c1cc(-c2ccc(Cl)cc2Cl)oc(=O)c1Cl	i	-10	-5	6	1	-2	1	-0.1	-15	-9
Cc1nc2ncnn2c(C)c1CCC(=O)Nc1csc(N)n1	i	-12	-14	-5	-19	3	-1	-2.1	-5	1
CCOC(=O)c1c(C)c(C(=O)NC(C)COC)c(C)n1C (stereo not drawn)	i	1	3	-3	-2	5	1	0.5	-3	-5
COc1ccc(-c2c(=O)n(OCc3ccccn3)c3ccccc3[n+]2[O-])cc1OC	i	-1	-4	-2	-1	0	-7	-0.6	-19	-2
Cc1ccc2oc(=O)c3cnn(CC(=O)NCCN4CCOCC4)c3c2c1	i	10	-7	-9	0	0	-3	-2.0	3	-8
CC(=O)Nc1cc2c(ccc3ccccc32)oc1=O	i	-13	5	-3	3	-1	7	-0.1	-11	-7
CC(C)(C)NC(=O)Cn1c(Cl)nc2ccccc21	i	5	1	-8	2	6	-2	-1.1	9	-1
COc1ccc(S(=O)(=O)N2CCCC2CNC(=O)C(=O)NC2CC2)cc1 (stereo not drawn)	i	11	-4	1	0	-1	-2	0.4	-3	-7
COc1ccc(-n2nnnc2SCC(=O)NNC(=O)c2ccc([N+](=O)[O-])cc2)cc1	i	-11	-8	5	-2	3	3	1.1	19	5
CCN(C(=O)CSc1nnc(-c2cccc(Cl)c2)n1N)c1c(N)n(Cc2ccccc2)c(=O)[nH]c1=O	i	0	2	-1	-1	-2	2	-0.3	-6	0
CC1CC(C)CN(S(=O)(=O)c2ccc3oc(=O)ccc3c2)C1 (stereo not drawn)	i	6	-13	1	0	-2	0	-2.4	-1	-5
Nc1ccc2c(=O)[nH][nH]c(=O)c2c1	i	-1	5	-7	-1	6	2	-1.0	-9	0
CCCCNc1c(CC(C)C)nc2nc(C)cc(C)n12	.	3	5	.	.	2	.	-0.6	-2	-1
COc1nc(N2CCCCCC2)nc(N2CCCCCC2)n1	i	5	-9	-7	4	-4	13	1.8	1	-3
CN(C)c1ccc(P(=O)(OCc2ccccc2)C(O)c2ccc(Cl)cc2)cc1 (stereo not drawn)	i	2	-10	-9	0	-4	0	-0.5	2	-3
COc1ccc(C2c3ccc(O)cc3Oc3ncn(CC(C)C)c(=N)c32)cc1 (stereo not drawn)	i	-13	-5	3	2	-18	1	6.0	-4	-4
CCN(CC(=O)Nc1ccccc1C(F)(F)F)C(=O)CCOc1ccc(C)cc1	i	-2	13	-4	3	1	0	0.5	2	-1
Cc1nc(SCc2nc3c(C)cccc3[nH]2)c2oc3ccccc3c2n1	i	-5	0	-5	5	-2	-9	0.2	2	5
CCn1c(N2CCN(C(=S)NC)CC2)nc2ccccc21	i	-9	9	-4	-4	5	1	1.4	5	4
Cc1cccc(NC(=O)NC(C)C(c2ccccc2)N2CCN(C)CC2)c1 (stereo not drawn)	i	4	8	-3	-2	-1	1	-1.1	1	-8
COC(=O)c1ccc(NC(=O)c2nc(S(=O)(=O)Cc3cccc(C)c3)ncc2Cl)cc1	i	8	6	-2	-1	1	-1	0.0	-6	-8
O=[N+]([O-])c1cccc(Oc2cnccn2)c1	i	6	9	-8	1	2	1	-1.9	-13	-3
CC(C)c1ccc(/C=N/NC(=O)CC(=O)NC2CCCCC2)cc1	i	-12	5	-5	-2	-4	1	0.5	-1	1
COc1nn(C(C)C(=O)N2N=C(C(F)F)CC2(O)C(F)F)cc1[N+](=O)[O-] (stereo not drawn)	i	1	-12	-5	-4	9	2	-2.4	7	1
Cn1c2ccccc2c2cnn(CC(=O)Nc3ccc(Cl)cc3)c(=O)c21	i	-38	9	-3	-2	1	40	0.1	-4	-6
COc1ccc(NS(=O)(=O)c2ccc(C)c(C(=O)OC(C)C(=O)N3CCOCC3)c2)cc1 (stereo not drawn)	i	-9	-6	-6	-3	1	-10	-9.9	-101	2
Cc1cccc(NC(=O)c2nc[nH]c2C(=O)NCCN(CCNC(=O)c2[nH]cnc2C(=O)Nc2cccc(C)c2)CCNC(=O)c2[nH]cnc2C(=O)Nc2cccc(C)c2)c1	i	4	12	2	-2	-9	-12	0.7	-6	42*
Cc1c(C(=O)O)nnn1-c1nonc1N	i	-6	5	1	-4	-3	0	-0.8	1	-1
CN(C1CCS(=O)(=O)C1)S(=O)(=O)c1cccs1 (stereo not drawn)	i	-4	6	-11	-3	4	1	-0.1	3	-1
CN(CC(=O)Nc1ccc(F)cc1)C(=O)c1cc(-c2cccs2)nn1-c1ccccc1	i	-4	18	-11	0	1	-6	1.7	1	-5
COc1ccc(-c2noc(CNC(=O)CCN3C(=O)[C@H]4CC=CC[C@H]4C3=O)n2)cc1	i	-2	-16	5	-2	-3	-2	-0.9	4	-3

Filtered by structure: the entries above containing a COOH group
SMILES	Rpn11 inh	NRP1-CendR mod	SKN-1 inh	Scp-1 inhibitor	STEP block	MT1-MMP act inh	DNMT1 block	LMPTP inh	SUMO1-SIM PPI	NadD block
Cc1ccc(S(=O)(=O)NNC(=O)C2CC=CCC2C(=O)O)cc1 (stereo not drawn)	i	5	-2	-3	-3	1	-3	-1.3	-1	4
Cc1c(C(=O)O)nnn1-c1nonc1N	i	-6	5	1	-4	-3	0	-0.8	1	-1
